HttQ103 aggreg = mutant huntingtin aggregation inhibition; PC12 HttQ103-GFP aggregates, Acumen cytometry, 40 h; Potency, µM (highest dose often 46.1 µM), without a hit: top-dose activity change, negative = inhibition, most hits filed as inhibitors; hit rate 1.1% among 220,000; AID 1688; note: % is set by controls: 0 for no effect and ±100 for the full control effect; nearly all actives have a fitted effect of over 60% in size
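PC12/HTTQ103-GFP, ecdysone-inducible; teb 100 nM; cpd qHTS titration; GFP aggregates read on laser cytometer, Ex 488/Em 500-530 nm.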
IMPase Li inh = IMPase inhibition in cells with lithium potentiation; Potency, µM (titrated, usually from 59.4 µM), without a hit: at the highest dose activity, negative = IMPase inhibition, usual class: inhibitors; hit rate 0.35% among 210,000; AID 1457; CHO-M1 cells, IP1 TR-FRET (IP-One), carbachol + lithium;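 note: IP1 builds up when IMPase is blocked and the TR-FRET signal falls; plate controls were basal vehicle for no effect and high inhibitor control for full effect; nearly all actives have a fitted effect of over 50% in size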
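Lithium-sensitised IP1 accumulation assay; M1-expressing CHO cells treated 30 min at 37C with compound. Competitive antibody detection by time-resolved FRET followed a 10 min room-temperature lysis step.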
GAA glycogen mod = inhibitors or activators of human alpha-glucosidase glycogen cleavage; P10253; recombinant GAA, glycogen substrate, Amplex Red glucose oxidase fluorescence; Potency, µM (top dose mostly 76.4 µM), for inactives: top-dose activity change, negative = inhibition, actives largely listed as inhibitors; hit rate 0.38% among 300,000; AID 2100;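 note: 0% = full enzyme reaction and -100% = no-enzyme basal signal; the screen sought inhibitors and activators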
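Natural-substrate format: glycogen cleavage by 4 nM human enzyme, glucose read by Amplex Red coupling (Ex 573, Em 610 nm). Normalized to enzyme and no-enzyme controls.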
HTT cytoprotect = cytoprotection in Huntington HTT-Q103 PC12 cell model; PC12 HTT-Q103 induced, cytoprotection, ATP luminescence, 40 h; Potency, µM (series often up to 56.4 µM), for inactives: cytoprotection (ATP increase), hits mostly activators; hit rate 0.14% among 230,000;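 note: % of control where 0% means no effect; nearly all actives have a fitted effect of over 45% in size; toxic huntingtin expression switched on by the ecdysone agonist tebufenozide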
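Compounds added alongside 100 nM tebufenozide, which induces toxic Q103 huntingtin exon 1-GFP in stable PC12 cells; surviving cells quantified by luminescent ATP measurement. Medium: phenol red-free DMEM, 5% equine and 5% calf serum.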
GoLoco inh red = blocks human Gai1 binding to RGS12 GoLoco peptide, red readout | P63096 | Gai1:RGS12 GoLoco peptide FP, rhodamine, 10 min | Potency, µM (series often up to 61.6 µM), inactives show at the top dose activity, negative = inhibition, most hits filed as inhibitors | hit rate 0.44% among 230,000 | AID 880; active = well fitted inhibition curve with a large enough effect, not every such curve was filed as active; inactive = no such curve, though single readings can be large or run the other way; note: % is set by controls: 0 for no effect and ±100 for the full control effect; nearly all actives have a fitted effect of over 30% in size; many of its hits are not listed in these tables
Target sequence (P63096 whole entry, looked up): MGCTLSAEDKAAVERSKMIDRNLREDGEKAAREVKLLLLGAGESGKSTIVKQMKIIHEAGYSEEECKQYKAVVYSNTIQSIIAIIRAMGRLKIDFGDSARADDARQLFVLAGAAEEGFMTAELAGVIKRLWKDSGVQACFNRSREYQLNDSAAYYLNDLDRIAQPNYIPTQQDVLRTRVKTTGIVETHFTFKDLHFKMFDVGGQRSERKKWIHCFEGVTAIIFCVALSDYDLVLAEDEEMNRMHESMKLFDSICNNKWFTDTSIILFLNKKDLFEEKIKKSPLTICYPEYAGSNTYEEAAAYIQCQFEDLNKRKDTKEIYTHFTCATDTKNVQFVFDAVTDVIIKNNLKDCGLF
GAA inhib = blocks human lysosomal alpha-glucosidase. purified human GAA, 4-MU-alpha-glucoside fluorescence. Potency, µM (titrated, usually from 76.9 µM), without a hit: top-dose activity change, negative = inhibition, usual class: inhibitors. hit rate 0.005% among 200,000;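 note: plate controls were uninhibited enzyme wells for no effect and no-enzyme background for full effect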
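Read-out is 4-methylumbelliferone fluorescence (Ex 365/Em 440 nm) after NaOH/glycine stop at pH 10. Enzyme 4 nM, substrate 400 uM, pH 5.0 citrate buffer, 20 min room temperature; AC50 from Hill-equation concentration-response.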
GAA spleen mod = lysosomal alpha-glucosidase (human) modulation. P10253. human spleen homogenate, 4-MU-alpha-glucoside fluorescence. Potency, µM (doses to about 79.9 µM), without a hit: top-dose activity change, negative = inhibition, hits mostly inhibitors. hit rate 0.006% among 240,000. AID 2112;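 note: 0% = enzyme with vehicle and -100% = no enzyme basal signal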
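Human spleen homogenate (1 ug) incubated with compounds and 1 mM 4-methylumbelliferyl-alpha-D-glucopyranoside in pH 5.0 citrate/phosphate buffer, 37 C, 40 min. Stopped at pH 10; 4-MU fluorescence (Ex 365/Em 440 nm); AC50 by Hill fit.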
* hit, by the source's call; u = inconclusive; x = no result given; [ ] = another dose, or the depositor's remark. Unless noted, calls come from the whole dose curve; as a rule, active = well fitted curve in the direction sought with a large enough effect; inconclusive = small, poorly fitted or top-dose-only effect, or another doubt; inactive = no such curve, though single readings can be large; an effect the other way counts as inactive or inconclusive. Potency is the fitted concentration of half-maximal effect. These rows are one share of the data, so the mix of outcomes need not match the whole.

SMILES	HttQ103 aggreg	IMPase Li inh	GAA glycogen mod	HTT cytoprotect	GoLoco inh red	GAA inhib	GAA spleen mod
CCCCCC1CC(CC(=O)Nc2nncs2)C(=O)O1 (centres undefined)	-15%	-3%	3%	-19%[10 µM]	-15%	-4%	-9%
O=C(CSc1nc2ccccc2o1)N/N=C/c1ccccc1C(=O)O	7%[9.22 µM]	x	-14%	-21%[10 µM]	3%	x	-4%
Cc1ccc(C2(c3noc(CN(C)CC4CCCCO4)n3)CCCC2)cc1 (centres undefined)	4%[9.22 µM]	5%	-12%	-2%[10 µM]	11%	7%	2%
O=C(Cn1c2ccc(F)cc2c2nc3n(c(=O)c21)CCS3)Nc1ccccc1F	0%	17%	1%	-40%[inhibitor]	-6%	13%	-3%
COc1ccc(CNC(=O)c2ccc[nH]2)cc1	-7%[9.22 µM]	4%	-2%	-17%	13%	-6%	0%
CCOC(=O)N1CCC(NS(=O)(=O)c2ccc(C)cc2)CC1	-1%[9.22 µM]	x	10%	6%[10 µM]	5%	x	-1%
Cn1cc(C(=O)N/N=C/c2c(O)ccc3ccccc23)ccc1=O	18%	-12%	-10%	x	3%	-8%	9%
Cn1c(/C(C#N)=C/c2ccc(-c3ccc(S(N)(=O)=O)cc3)o2)nc2ccccc21	-19%	8%	-4%	1%[10 µM]	-33%	-5%	-3%
O=C(NC1CCCCC1)C(Cc1ccccc1)N1C(=O)C2C3CCC(C3)C2C1=O (centres undefined)	-2%	8%[38.3 µM]	6%	-24%	-5%	-2%	-3%
Cc1ccc(NC(=O)C2CC2C)c(Cl)c1 (centres undefined)	1%	-1%	-1%	-13%	-3%	7%	-7%
Oc1cccc2ccc(SSc3ccc4cccc(O)c4n3)nc12	x	18%	x	-16%[10 µM]	0%[14.2 µM]	x	x
O=C(NCC1(N2CCCCC2)CCCCC1)c1ccc(S(=O)(=O)N2CCCC2)cc1	6%[9.22 µM]	x	4%	27%[10 µM]	-2%	x	-2%
CC1(C(=O)NCCCNc2ncc(C(F)(F)F)cc2Cl)C=CC2(CCCCC2)N1C(=O)c1ccccc1 (centres undefined)	x	10%	x	-128%[inhibitor]	-7%	x	5%
O=c1c2c3nc4ccccc4nc3n(-c3cccc(F)c3)c2ncn1Cc1ccc2c(c1)OCO2	9%	10%[38.3 µM]	-9%	17%	4%	-9%	2%
O=C(c1cccc(F)c1)N1C2C=CC(C2)C1(C(F)(F)F)C(F)(F)F (centres undefined)	5%	3%[38.3 µM]	4%	-40%[inhibitor]	-2%	1%	-11%
COc1ccc(Br)cc1C1CC(=O)N2CN(C)CSC2=C1C#N (centres undefined)	21%	0%[38.3 µM]	5%	-18%	-11%	-4%[15.4 µM]	-1%
CC(C)(C)NS(=O)(=O)c1ccc2nc(NC(=O)Cc3cccs3)sc2c1	-27%	-4%	-4%	-2%[10 µM]	8%	0%	1%
CC(C)c1nnc(NC(=O)C2CCN(S(=O)(=O)c3ccc(-n4cnnn4)cc3)CC2)s1	10%	5%	u	9%[10 µM]	7%	2%	-1%
O=C(CCc1nc(-c2ccccc2)no1)NCCc1ccccc1	-6%	10%[38.3 µM]	0%	9%	5%	-4%	-21%
CCOc1ccc2nc(SCC(=O)NC(=O)C(C)C)sc2c1	-13%	-7%	4%	-18%	19%	u	-1%
COc1ccc(-n2c(SCC(=O)N/N=C/c3ccccc3OCC(=O)O)nc3ccccc3c2=O)cc1	-7%[9.22 µM]	x	-13%	15%[10 µM]	-7%	x	-6%
COc1cc2[nH]ccc(=O)c2cc1OC	6%	-2%	0%	x	10%	-9%[15.4 µM]	2%
Cc1oc2cc(O)ccc2c(=O)c1-c1cnn(-c2ccccc2)c1	-22%	-2%[38.3 µM]	6%	-51%[inhibitor]	8%	8%	-5%
COc1ccc(NC(=O)COc2ccc(C(=O)OCC(=O)N(C)C3CCS(=O)(=O)C3)cc2OC)cc1 (centres undefined)	-9%	4%	1%	-14%	4%	-3%	5%
COc1ccccc1NC(=O)Nc1nn(C)c2cccc(OC)c12	5%[9.22 µM]	x	-9%	-1%[10 µM]	7%	u	-1%
Cc1cc(C)n2c(SCc3nnc(-c4cccs4)o3)nnc2n1	6%	-10%	-4%	10%	14%	3%	-2%
Cc1cc2ccccc2c(=O)n1CC(=O)NCC(=O)N1CCCC(C)C1 (centres undefined)	5%	16%[38.3 µM]	-13%	14%[10 µM]	2%	-4%	-11%
CCN(CCCNC(=O)c1c(C)cc(=O)oc1C)c1cccc(C)c1	5%	30%[38.3 µM]	-13%	22%[10 µM]	-2%	-6%	-17%
Cn1c(=O)oc2cc(S(=O)(=O)Nc3cccc4c3CCCC4)ccc21	u	4%[38.3 µM]	-1%	9%[0.074 µM]	44%[activator]	u	5%
S=c1[nH]nc(-c2ccccn2)n1/N=C/c1ccc(Cl)c(Cl)c1	-4%[9.22 µM]	x	-4%	23%[10 µM]	0%	-6%	-17%
Cc1ccc(S(=O)(=O)Nc2nncs2)cc1	19%	-14%[38.3 µM]	-1%	13%	1%	3%	-5%
CCOC(=O)C1CCN(C(=O)c2sc3nc(-c4ccc(F)cc4)cn3c2C)CC1	0%	11%[38.3 µM]	-3%	22%	13%	-2%	-1%
O=C(O)C(NS(=O)(=O)c1ccc(F)cc1)c1ccccc1 (centres undefined)	3%	-4%	-6%	-51%[inhibitor]	8%	2%	-5%
Cc1ccc(Cl)c(OCCCN(C)Cc2ccccc2)c1	26%[9.22 µM]	x	6%	-10%[10 µM]	-2%	u	1%
Cc1cc(OCCN2CCCC2)cc(C(C)C)c1	-6%	22%	12%	4%[0.074 µM]	0%	-16%	3%
COc1ccc(CCN=C(N)Nc2nc(C)cc(C)n2)cc1	-19%	-2%	-5%	-7%	4%	-6%	-1%
CCn1c(SCc2ccccc2)nnc1C1CCCCC1	-6%	x	8%	-8%[10 µM]	x	1%	-1%
CCCn1c(SCC(=O)OCc2ccccc2)nc2c1c(=O)n(C)c(=O)n2C	1%	9%[38.3 µM]	0%	-7%[10 µM]	-6%	-14%	-4%
O=C(c1ccco1)N1CCN(/C(=N/S(=O)(=O)c2cccs2)c2ccccc2Cl)CC1	-23%	-7%[38.3 µM]	1%	9%[10 µM]	-5%	1%	-7%
CCOc1c(OC(C)=O)ccc(/C=C/c2ccc3cccc(OC)c3n2)c1[N+](=O)[O-]	-25%	17%	-9%	22%[10 µM]	-17%	u	-18%
CCn1c(SCC(=O)Nc2nccs2)nnc1-c1ccncc1	-27%	34%[38.3 µM]	5%	-6%	7%	-1%	-4%
NS(=O)(=O)c1ccc(N2CCCC2=O)c([N+](=O)[O-])c1	-16%[9.22 µM]	-1%	7%	-29%[10 µM]	8%	u	9%
Cc1ccc(-c2nc3cnccn3c2Nc2ccc3c(c2)OCO3)o1	-3%	50%[activator][38.3 µM]	7.9µM*	1%[10 µM]	-25%	u	-6%
c1ccc(NC2=Nc3ccccc3CS2)cc1	16%	-6%[38.3 µM]	8%	-11%	2%	-5%	-5%
Cc1ccc(NC(=O)CN(C)C(=O)CSc2nncn2C)cc1	2%	9%[38.3 µM]	2%	-13%	0%	1%	-3%
N#Cc1c(NC(=O)CSc2nc(-c3ccccc3)cc(C(F)(F)F)n2)sc2c1CCC2	14%	3%	7%	18%[10 µM]	-18%	6%	-7%
COc1cccc2c1OCC(C(=O)NCc1ccc(Cl)cc1Cl)=C2	6%	5%	-2%	15%[10 µM]	7%	3%	-27%
CCN(CC)CCCNc1nc2cc(OC)c(OC)cc2c2nc(-c3cccnc3)nn12	25%	47%[activator][38.3 µM]	-2%	u	19%	-2%	5%

Among those listed so far, 9 contain an aryl thioether with sulfur outside any ring.
SMILES	HttQ103 aggreg	IMPase Li inh	GAA glycogen mod	HTT cytoprotect	GoLoco inh red	GAA inhib	GAA spleen mod
O=C(CSc1nc2ccccc2o1)N/N=C/c1ccccc1C(=O)O	7%[9.22 µM]	x	-14%	-21%[10 µM]	3%	x	-4%
CCOc1ccc2nc(SCC(=O)NC(=O)C(C)C)sc2c1	-13%	-7%	4%	-18%	19%	u	-1%
COc1ccc(-n2c(SCC(=O)N/N=C/c3ccccc3OCC(=O)O)nc3ccccc3c2=O)cc1	-7%[9.22 µM]	x	-13%	15%[10 µM]	-7%	x	-6%
Cc1cc(C)n2c(SCc3nnc(-c4cccs4)o3)nnc2n1	6%	-10%	-4%	10%	14%	3%	-2%
CCn1c(SCc2ccccc2)nnc1C1CCCCC1	-6%	x	8%	-8%[10 µM]	x	1%	-1%
CCCn1c(SCC(=O)OCc2ccccc2)nc2c1c(=O)n(C)c(=O)n2C	1%	9%[38.3 µM]	0%	-7%[10 µM]	-6%	-14%	-4%
CCn1c(SCC(=O)Nc2nccs2)nnc1-c1ccncc1	-27%	34%[38.3 µM]	5%	-6%	7%	-1%	-4%
Cc1ccc(NC(=O)CN(C)C(=O)CSc2nncn2C)cc1	2%	9%[38.3 µM]	2%	-13%	0%	1%	-3%
N#Cc1c(NC(=O)CSc2nc(-c3ccccc3)cc(C(F)(F)F)n2)sc2c1CCC2	14%	3%	7%	18%[10 µM]	-18%	6%	-7%

High-throughput results: PubChem, National Center for Advancing Translational Sciences (NCATS)
